# FLuc counter = qHTS profiling assay for firefly luciferase inhibitor/activator using purifed enzyme and Km concentrations of substrates (counterscreen for miR-21 project); Potency, µM (highest dose often 57.5 µM), for inactives: top-dose activity change, negative = inhibition, hits mostly inhibitors; purified FLuc, Km substrates, luminescence inhibition; AID 588342, 2011; actives 6.9% (n = 360,000);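 also: plate controls were vehicle for no effect and reference inhibitor for full effect; nearly all actives have a fitted effect of over 55% in size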
# Target sequence (P08659 whole entry, looked up): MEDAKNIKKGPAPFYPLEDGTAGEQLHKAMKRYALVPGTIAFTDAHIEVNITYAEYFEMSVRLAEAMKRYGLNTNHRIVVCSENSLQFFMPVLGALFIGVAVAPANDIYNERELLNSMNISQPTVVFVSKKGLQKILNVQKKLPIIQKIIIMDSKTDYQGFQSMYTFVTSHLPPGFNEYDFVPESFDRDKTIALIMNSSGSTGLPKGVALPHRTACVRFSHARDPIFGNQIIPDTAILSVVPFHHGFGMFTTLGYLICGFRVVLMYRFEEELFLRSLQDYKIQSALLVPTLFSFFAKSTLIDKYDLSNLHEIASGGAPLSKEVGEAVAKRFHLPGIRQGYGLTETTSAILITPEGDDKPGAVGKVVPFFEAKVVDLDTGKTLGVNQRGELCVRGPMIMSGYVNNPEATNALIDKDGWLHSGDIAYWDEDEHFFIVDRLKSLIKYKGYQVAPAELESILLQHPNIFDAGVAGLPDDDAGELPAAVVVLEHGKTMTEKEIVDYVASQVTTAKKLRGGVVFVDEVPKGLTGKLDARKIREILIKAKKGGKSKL
#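 Biochemical qHTS of compounds, final roughly 60 µM downward over six points, against 10 nM purified firefly luciferase using Km concentrations of substrates (10 uM D-luciferin, 10 uM ATP) in Tris acetate pH 7.5 buffer; luminescence output.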
# RORgamma inh = qHTS for inhibitors of ROR gamma transcriptional activity; actives 5.4% (n = 310,000); Potency, µM (doses to about 53.6 µM), for inactives: top-dose activity change, negative = inhibition, hits mostly inhibitors; Nuclear receptor ROR-gamma (Mus musculus), P51450; Drosophila S2 Gal4-RORgamma UAS-luciferase reporter, 20 h; also: % is scaled to controls: 0 for no effect and ±100 for the full control effect; nearly all actives have a fitted effect of over 60% in size
# Target sequence (P51450 whole entry, looked up, the tested form may be a part): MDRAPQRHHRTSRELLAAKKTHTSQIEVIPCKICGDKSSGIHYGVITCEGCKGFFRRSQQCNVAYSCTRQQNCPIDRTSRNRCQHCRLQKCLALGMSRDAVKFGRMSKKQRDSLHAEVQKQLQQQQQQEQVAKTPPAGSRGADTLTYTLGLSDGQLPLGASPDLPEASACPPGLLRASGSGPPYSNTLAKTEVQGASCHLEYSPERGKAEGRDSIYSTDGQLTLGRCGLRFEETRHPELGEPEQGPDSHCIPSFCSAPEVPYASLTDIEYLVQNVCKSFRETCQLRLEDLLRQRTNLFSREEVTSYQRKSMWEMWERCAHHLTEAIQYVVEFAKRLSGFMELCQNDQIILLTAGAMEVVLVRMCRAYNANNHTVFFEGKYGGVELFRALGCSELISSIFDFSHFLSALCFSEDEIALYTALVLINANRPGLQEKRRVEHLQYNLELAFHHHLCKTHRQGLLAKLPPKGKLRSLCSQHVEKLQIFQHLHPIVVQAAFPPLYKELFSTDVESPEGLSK
#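 ROR gamma transcriptional activity was tracked as Gal4-UAS luciferase output in stably transfected Drosophila Schneider cells, with compound added 1 hr before 700 uM copper sulfate induction and a 20 hr ambient-temperature incubation.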
# uPA surface inh = qHTS for Inhibitors of Cell Surface uPA Generation | cell surface uPA generation assay, qHTS | Potency, µM (titrated, usually from 38.3 µM), for the others: at the highest dose activity change, negative = inhibition, usual class: inhibitors | actives 0.31% (n = 330,000) | AID 540303, 2011; active = well fitted inhibition curve with a large enough effect; inconclusive = small, poorly fitted or top-dose-only effect; inactive = no such curve, though single readings can be large or run the other way; tested in mouse RAW 264.7 cells; also: % is scaled to controls: 0 for no effect and ±100 for the full control effect; nearly all actives have a fitted effect of over 55% in size
# MLL CXXC-DNA inh = qHTS Fluorescence Polarization Assay for Inhibitors of MLL CXXC domain - DNA interaction; Histone-lysine N-methyltransferase 2A (Homo sapiens), Q03164; MLL-CXXC / FITC-HOXA9 DNA fluorescence polarization; Potency, µM (titrated, usually from 115 µM), inactives show at the highest dose activity change, negative = inhibition, usual class: inhibitors; actives 0.037% (n = 290,000); active = well fitted inhibition curve with a large enough effect in the polarisation, with a control signal flat, not every such curve was filed as active; inconclusive = small, poorly fitted or top-dose-only effect, or effect the other way, or a change in a side signal; inactive = no such curve, though single readings can be large or run the other way; the % refers to the polarisation
#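 Steps: dispense CXXC domain solution (7 uM) → pin compounds or unlabeled HOX-A9 DNA control → 5 min ambient → add FLSN-HOX-A9 solution (50 nM) → spin → 30 min ambient → fluorescence polarization. Tris pH 7.5/NaCl/DTT/BSA buffer.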
# ELG1 genotox = qHTS screen for small molecules that induce genotoxicity in human embryonic kidney (HEK293T) cells expressing luciferase-tagged ELG1 | HEK293T ELG1-luciferase reporter, luminescence, 16 h | Potency, µM (doses to about 46 µM), inactives show top-dose activity change, positive = activation, most hits filed as activators | actives 1.3% (n = 330,000); also: % of control where 0% means no effect; nearly all actives have a fitted effect of over 60% in size
#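 Luminescence read-out: rising ELG1-luciferase signal, reflecting elevated ELG1 protein under genetic stress, flags genotoxic compounds. Cells were treated for 16 hr at 37 °C before ONE-Glo detection.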
# NPC1 promoter act = qHTS Assay for NPC1 Promoter Activators; Huh7 NPC1 promoter luciferase reporter, 24 h; Potency, µM (top dose mostly 9.22 µM), for inactives: top-dose activation, hits mostly activators; actives 2.4% (n = 320,000); AID 485313, 2010;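 also: % of control where 0% means no effect; nearly all actives have a fitted effect of over 60% in size; reporter is driven by a mutant NPC1 promoter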
#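 Luminescence read-out of NPC1 promoter-driven luciferase in stably transfected Huh7 cells; compounds delivered in DMSO and left 24 h at 37C, 5% CO2, qHTS titration format.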
# BRCA1 expr act = qHTS Assay to Identify Small Molecule Activators of BRCA1 Expression; MCF7-BRCA1-FFLuc reporter, luminescence, 48 h; response scale: scaled: vehicle 0%, 10 µM genistein 100%; Potency, µM (highest dose often 46.1 µM), inactives show top-dose activation, hits mostly activators; actives 1.1% (n = 380,000); also: nearly all actives have a fitted effect of over 80% in size; some results filed as inactive show a strong effect at the top dose
#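 Compounds are tested at multiple concentrations on MCF7 BRCA1-luciferase reporter cells seeded at 2000 per well; after 48 h, a single luminescence end-point is taken and curves fitted to the normalized data.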
# VP16 counter = VP16 counterscreen qHTS for inhibitors of ROR gamma transcriptional activity; Drosophila S2 Gal4-VP16 UAS-luciferase, luminescence, 20 h; Potency, µM (doses to about 53.6 µM), without a hit: top-dose activity, negative = inhibition, hits mostly inhibitors; actives 3.5% (n = 310,000);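 also: Gal4-VP16 expression switched on by copper sulfate through the metallothionein promoter; % is scaled to controls: 0 for no effect and ±100 for the full control effect; nearly all actives have a fitted effect of over 50% in size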
# p53 reactivation = qHTS assay for re-activators of p53 using a Luc reporter; AID 504706, 2011; Potency, µM (top dose mostly 92.2 µM), inactives show at the top dose activity change, positive = activation, most hits filed as activators; actives 0.063% (n = 320,000); H1299 p53-A138V BP100-luciferase reporter, luminescence, 24 h; also: % of control where 0% means no effect; nearly all actives have a fitted effect of over 45% in size
#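 p53-null H1299 cells stably carrying temperature-sensitive p53-A138V and a BP100-luciferase reporter were pinned with compounds (4-point, 1:5 series) and held 24 hrs at 37 deg C. Luminescence was read 10 min after detection reagent.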
# MBNL1-CUG inh = qHTS Assay for Inhibitors of MBNL1-poly(CUG) RNA binding; Muscleblind-like protein 1 (Homo sapiens), Q9NR56; TR-FRET MBNL1-His/biotin-(CUG)12 binding, 665/545 ratio; Potency, µM (titrated, usually from 57.5 µM), inactives show top-dose activity change, negative = inhibition, hits mostly inhibitors; actives 0.036% (n = 280,000); AID 2675, 2010; active = well fitted inhibition curve with a large enough effect in the signal ratio, with a control signal flat, not every such curve was filed as active; inconclusive = small, poorly fitted or top-dose-only effect, or effect the other way, or a change in a side signal; inactive = no such curve, though single readings can be large or run the other way; the % refers to the signal ratio; also: % is scaled to controls: 0 for no effect and ±100 for the full control effect
#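 TR-FRET between His-tagged MBNL1 and biotin-(CUG)12 RNA, detected with Tb anti-His antibody (0.055 ng/ul) and streptavidin-XL665 (5 nM), 60 min at room temperature. Compounds titrated 92 nM to 58 uM; 665/545 nm ratio normalized to buffer and complex controls.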
# Rab9 promoter act = qHTS Assay for Rab9 Promoter Activators. Huh7 Rab9 promoter-luciferase reporter, luminescence, 24 h. Potency, µM (series often up to 9.22 µM), for the others: at the highest dose activation, negative = inhibition, hits mostly activators. actives 2.8% (n = 320,000). AID 485297, 2010; also: % of control where 0% means no effect; nearly all actives have a fitted effect of over 60% in size
#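 Using Huh7 cells stably transfected with Rab9 promoter–luciferase, compounds were incubated 24 h at 37 °C, 5% CO2; luciferase luminescence was read 10 min after reagent addition.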
# * marks the source's active call; other numbers are inactive results; ? = inconclusive; / = no result given; [ ] = remark or other dose. Unless noted, calls follow the shape of the dose curve; as a rule, active = well fitted curve in the direction sought with a large enough effect; inconclusive = small, poorly fitted or top-dose-only effect, or another doubt; inactive = no such curve, though single readings can be large; an effect the other way counts as inactive or inconclusive. Potency is read from the fitted curve at half-maximal effect. Some of the compounds tested; rates above refer to the full screens.
SMILES,FLuc counter,RORgamma inh,uPA surface inh,MLL CXXC-DNA inh,ELG1 genotox,NPC1 promoter act,BRCA1 expr act,VP16 counter,p53 reactivation,MBNL1-CUG inh,Rab9 promoter act
Cc1nnc(Sc2nc3c(c(=O)[nH]c(=O)n3C)n2Cc2ccccc2)s1,-1.1%,2.6%,-7.1%,9.5%,4.5%,-0.9%,10.6%,11.9%,-3.9%,-7.4%,-6.8%
COc1ccc(C2/C(=C(\O)c3ccc4c(c3)OCCO4)C(=O)C(=O)N2Cc2cccnc2)cc1 (stereo not drawn),4.0%,-1.7%,-3.8%,-9.1%,0.2%,3.7%,30.5%,5.5%,11.1%,1.5%,-8.0%
CS(=O)(=O)Nc1ccc(OCc2ccccc2)cc1,13.5µM*,34.5%,/,-9.0%,14.6µM*,?,84.3%,22.0%,?,-1.2%,?
CCc1cc(Cn2nc(-c3ccccc3)cc2C(=O)NCCOC)on1,4.6%,/,5.5%,/,-4.6%,0.9%,-6.5%,/,-2.7%,/,-7.7%
COC(=O)C1C(=O)NC(SC)=C(C#N)C1c1ccccc1F (stereo not drawn),1.3%,?,/,-2.0%,1.2%,-5.1%,4.6%,-1.9%,-4.6%,1.9%,-1.6%
COc1ccc(NC(=O)C2C3C=CC4(O3)C2C(=O)N(CCCN2CCCC(C)C2)C4C(=O)NC2CCCCC2)cc1 (stereo not drawn),2.3%,-24.0%,3.9%,7.0%,-2.3%,-1.3%,-0.5%,4.3%,1.6%,3.5%,-1.0%
CC(=O)c1c(C)[nH]c(C(=O)COC(=O)c2cccnc2Cl)c1C,/,/,-4.5%,/,12.0%,16.2%,1.5%,/,?,/,15.1%
COc1cc(CO)cc(Br)c1OCC(=O)O,2.1%,-24.6%,3.1%,-11.3%,-1.6%,0.2%,0.0%,-3.0%,-3.0%,1.7%,-2.8%
Cn1c(=NC(=O)CSCC(=O)N2CCCC2)sc2ccccc21,3.2%,3.1%,-0.8%,-5.4%,/,/,1.8%,16.6%,/,-4.8%,/
CCC(C(=O)NC1CCCCC1)N(Cc1cccs1)C(=O)CCC(=O)Nc1cc(C)on1 (stereo not drawn),0.2%,-12.6%,-2.0%,-6.0%,5.4%,1.6%,-18.9%,4.4%,-7.5%,-1.8%,-0.3%
O=C(CCN1C(=O)c2ccccc2C1=O)Nc1cccc(S(=O)(=O)NC2=NCCC2)c1,-4.3%,22.9%,1.8%,-2.4%,-1.0%,-2.2%,-2.3%,-3.6%,0.2%,4.2%,1.4%
COc1ccccc1C(=O)c1c(C)c(CCC#N)n2ccccc12,-1.1%,-17.8%,1.1%,7.8%,0.2%,-1.3%,-6.7%,1.3%,-3.2%,?,1.8%
N#Cc1nc(-c2ccco2)oc1N1CCC(C(N)=O)CC1,3.0%,0.0%,-3.0%,-6.2%,3.5%,-2.0%,0.6%,3.9%,3.5%,?,-3.2%
CC(NC(=O)COC(=O)COc1cccc2c1OC(C)(C)C2)c1ccccc1 (stereo not drawn),4.5%,4.4%,0.7%,3.8%,-2.5%,-4.4%,0.9%,-3.4%,-1.7%,-1.5%,0.7%
CN(Cc1cnn(C)c1)Cc1nc(-c2ccc(Cl)cc2)no1,-12.1%,?,-0.1%,3.9%,-1.0%,7.6%,58.7%,10.9%,4.7%,-5.4%,13.7%
c1ccc2c(c1)NC(c1ccncc1)n1c-2nc2ccccc21 (stereo not drawn),-18.1%,7.3%,2.7%,-0.4%,3.0%,0.7%,?,-16.2%,5.3%,13.5%,-0.3%
CC(=O)c1c(C)[nH]c(C(=O)COC(=O)c2nccnc2N)c1C,?,/,16.6%,/,-2.3%,9.3%,6.9%,/,15.9%,/,5.4%
CCOC(=O)c1sc(Nc2ccc(OCC)cc2)nc1C,?,-23.0%,17.4%,-5.1%,7.1%,-1.6%,30.2%,-12.1%,1.6%,45.2%[activator],-1.3%
C/C(=N/NC(=O)CNC(=O)c1cccnc1)c1ccc(Cl)cc1,-1.9%,-2.7%,0.6%,31.1%,-0.6%,-3.2%,-33.1%,1.2%,-10.6%,1.5%,-13.1%
COc1ccc(C2C(C(=O)N3CCCC3)CC(=O)N2c2ccc(OC)cc2)cc1 (stereo not drawn),1.8%[2.3 µM],-10.1%,-1.9%,9.0%,-7.4%,8.5%,-1.9%,0.3%,-5.2%,5.2%,-4.4%
COc1ccc(C(=O)NCC2CCCO2)cc1S(=O)(=O)N1CCCc2ccccc21 (stereo not drawn),-3.2%,3.7%,2.4%,0.0%,-1.6%,-5.3%,-0.4%,-16.7%,7.2%,-2.9%,-0.3%
CC(=O)NC(CC(=O)OCC(=O)N1CCc2ccccc21)c1ccccc1 (stereo not drawn),-0.6%,12.0%,7.5%,-4.6%,0.3%,-3.5%,2.1%,1.6%,0.1%,0.6%,3.2%
CC(=O)c1ccc(S(=O)(=O)Nc2ccc(C(=O)N3CCC3)cc2)cc1,-0.3%,/,-1.0%,/,1.2%,-0.3%,13.0%,/,-7.8%,/,0.4%
Cc1occc1C(=O)NNC(=O)c1cccc(F)c1,-2.1%,19.6%,1.2%,2.5%,2.6%,-0.1%,-0.1%,10.4%,1.9%,-4.0%,7.6%
CS(=O)(=O)c1cnc2c(S(=O)(=O)c3ccccc3)cnn2c1N,-1.4%,13.6%,-0.6%,23.1%,0.3%,-0.8%,-2.1%,7.9%,-1.2%,6.6%,-0.6%
COc1ccccc1NC(=O)CNC(=O)c1ccc([N+](=O)[O-])cc1,2.0%,18.8%,6.5%,-3.0%,3.3%,-0.9%,-0.1%,-12.1%,-9.8%,?,4.2%
COC(=O)CN1C(=O)N/C(=C/c2ccc(OC)c(C)c2OC)C1=O,-7.6%,33.8%,-0.8%,?,1.8%,1.0%,-49.4%,-0.5%,-0.3%,/,6.2%
CN(C(=O)c1ccc(S(=O)(=O)N2CCCC2)cc1)C1CCCCC1,3.7%,30.5%,-2.1%,-6.7%,-0.3%,-2.0%,-2.9%,4.0%,2.1%,0.6%,2.0%
O=C(CSC1=Nc2ccccc2C2=NC(c3ccccc3)C(=O)N12)NCC1CCCO1 (stereo not drawn),-9.3%,20.3%,0.9%,22.6%,2.7%,4.4%,-16.6%,9.7%,-0.6%,-5.6%,-3.1%
CCCN(CC(=O)Nc1ccccc1C)C(=O)C1CCN(S(=O)(=O)c2cccc(C(F)(F)F)c2)CC1,7.8%,/,0.6%,/,-3.2%,-4.5%,-9.7%,/,0.9%,/,-0.1%
CCCC(c1nnnn1CS(=O)(=O)c1ccc(C)cc1)N1CCN(c2ccc(F)cc2)CC1 (stereo not drawn),1.0%,3.1%,-0.7%,14.6%,2.4%,-0.5%,-29.9%,2.9%,?,-17.9%,-9.5%
Cc1csc2c(NC3CCN(Cc4ccccc4)CC3)ncnc12,2.9%,31.6%,-11.4%,4.3%,-5.2%,-1.4%,-49.4%,-26.6%,-4.3%,7.3%,-14.6%
CCCn1c(N)c(N(CCOC)C(=O)/C=C/c2cccc(Cl)c2)c(=O)[nH]c1=O,-2.6%,-2.5%,0.8%,-4.0%,4.9%,-8.6%,2.2%,3.9%,-1.9%,5.1%,3.4%
Cc1ccc(-c2c[nH]c(=S)n2-c2ccccc2)cc1,-18.6%,1.26µM*,14.2%,3.9%,1.6%,-2.8%,-2.9%,5.01µM*,4.0%,23.0%,-2.5%
COc1ccc(OCC(=O)OCC(=O)N2CC(=O)Nc3ccccc32)cc1,-14.1%,-1.5%,-1.2%,5.4%,0.7%,0.7%,-13.4%,5.1%,0.7%,-10.8%,12.8%
COc1ccc(NS(=O)(=O)c2cc(-c3cnc(C4CC4)o3)ccc2C)cc1,0.6%,10.9%,?,-2.2%,3.2%,-35.2%[inhibitor],-13.1%,-19.7%,-0.1%,-6.0%,-33.1%[inhibitor]
N#Cc1ccc(CN2CCN(C(=O)c3ccc(S(=O)(=O)N4CCCCCC4)cc3)CC2)cc1,1.1%,/,-7.9%,/,0.1%,-12.7%,1.1%,/,6.7%,/,-23.0%

# Assay outcomes as filed in PubChem BioAssay.
